Assay outcomes from PubChem.
GalR3 antag – GalR3 antagonists in HEK293 cells, primary screen, cell-based, fluorescence readout; HEK293 GalR3-CNG cAMP membrane potential fluorescence; galR3 body fused to GalR1 C-terminus; inhibition, % at 3 µM; actives 0.44% (n = 360,000);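 active means inhibition above the screen-wide average plus 3 SD, cut at about 13% in these data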;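 further: forskolin and galanin both at EC90 stimulate the cells; cAMP rise reported by CNG channel membrane potential dye signal; 0% = forskolin plus galanin with DMSO and 100% = forskolin alone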
Target sequence (O60755 1-299 limits assumed): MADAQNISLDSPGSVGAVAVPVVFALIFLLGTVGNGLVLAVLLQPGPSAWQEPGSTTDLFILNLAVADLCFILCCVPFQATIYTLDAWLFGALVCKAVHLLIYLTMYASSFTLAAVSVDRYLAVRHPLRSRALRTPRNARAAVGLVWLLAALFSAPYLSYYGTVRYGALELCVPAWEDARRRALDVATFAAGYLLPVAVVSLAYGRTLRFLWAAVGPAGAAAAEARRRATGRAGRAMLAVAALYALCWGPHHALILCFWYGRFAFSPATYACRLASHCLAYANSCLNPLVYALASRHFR
V1aR counter – agonists of human V1a receptor, primary screen, counter-screen for OXTR agonist project, fluorescence, CHO-V1R cells; Vasopressin V1a receptor (Homo sapiens), P37288; Fluo-8 calcium fluorescence, agonist mode; 0% DMSO, 100% 3 nM vasopressin; activation, % at 3 µM; actives 0.25% (n = 320,000); AID 2797, 2010;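 active means activation above the mean activation of all tested compounds plus 3 SD, per screening run, cut at about 20% in these data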;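 further: signal is peak over basal fluorescence ratio across a 100 second FLIPR read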
Target sequence (P37288 whole entry, looked up): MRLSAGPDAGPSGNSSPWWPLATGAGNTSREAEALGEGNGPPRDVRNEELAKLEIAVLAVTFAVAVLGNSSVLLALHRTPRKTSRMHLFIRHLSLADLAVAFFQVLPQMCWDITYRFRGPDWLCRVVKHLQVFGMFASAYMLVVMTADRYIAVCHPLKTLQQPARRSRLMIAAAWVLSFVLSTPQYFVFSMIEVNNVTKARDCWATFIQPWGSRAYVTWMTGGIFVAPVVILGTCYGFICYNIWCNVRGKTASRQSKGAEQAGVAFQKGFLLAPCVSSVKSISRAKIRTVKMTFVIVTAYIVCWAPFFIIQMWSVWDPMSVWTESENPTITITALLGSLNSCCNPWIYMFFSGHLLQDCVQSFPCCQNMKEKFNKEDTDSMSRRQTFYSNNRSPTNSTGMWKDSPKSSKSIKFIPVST
OXTR ag – human OXTR agonists, primary screen, fluorescence, CHO-OTR cells, Fluo-8 calcium; actives 0.32% (n = 320,000); activation, % at 3 µM; AID 2435, 2010; Oxytocin receptor (Homo sapiens), P30559; Fluo-8 calcium fluorescence; normalized: DMSO 0%, oxytocin 100%;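 active means activation above the mean of all tested compounds plus 3 SD, cutoff set per screening run, cut at about 20% in these data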;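 further: peak over basal fluorescence ratio from a 100 s FLIPR kinetic read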
Target sequence (P30559 whole entry, looked up): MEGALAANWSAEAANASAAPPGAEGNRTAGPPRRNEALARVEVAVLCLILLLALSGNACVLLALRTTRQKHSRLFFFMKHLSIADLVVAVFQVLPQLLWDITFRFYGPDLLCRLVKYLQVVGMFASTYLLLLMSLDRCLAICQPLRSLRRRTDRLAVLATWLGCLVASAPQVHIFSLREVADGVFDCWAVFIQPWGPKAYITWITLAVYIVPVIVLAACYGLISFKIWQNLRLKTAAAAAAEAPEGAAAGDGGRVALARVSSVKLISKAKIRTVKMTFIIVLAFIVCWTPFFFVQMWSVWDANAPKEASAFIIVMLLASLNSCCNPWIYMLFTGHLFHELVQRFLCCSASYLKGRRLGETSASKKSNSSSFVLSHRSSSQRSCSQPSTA
Numbers without * were called inactive. These rows are one share of the data; the hit share may differ from the screen's.

SMILES | GalR3 antag | V1aR counter | OXTR ag
CC1CN(S(=O)(=O)c2cc(C(=O)N(CCc3ccccc3)Cc3ccccc3)ccc2Cl)CC(C)O1 (centres undefined) | -1.7 | 0.8 | -1.6
O=C(CSc1nc(=O)n2ccccc2n1)Nc1ccc2c(c1)OCCO2 | -3.4 | 0.4 | 0.5
CC1CN(C(=O)c2ccccc2OCc2ccccc2Cl)CC(C)O1 (centres undefined) | -4.4 | -0.3 | -1.7
COc1ccc(-n2c(SCC(=O)NC3CC3)nc3ccccc3c2=O)cc1OC | -3.3 | 0.1 | 1.7
COc1cccc(NC(=O)COC(=O)c2c(C)noc2C)c1 | -1.0 | 0.2 | 0.8
Clc1ccc(C2=NCCn3nc4ccccc4c32)cc1 | -9.3 | -0.5 | 1.0
Cc1ccn2c(=O)c(NC(=O)c3cccc4ccccc34)c(C)nc2c1 | -2.4 | 0.6 | -0.1
C/C(=N\Nc1ccc(S(=O)(=O)N2CCCCC2)cn1)c1cccc(Br)c1 | -4.6 | 0.0 | -0.5
c1ccc2c(c1)CC(N1CCCCC1)c1ccccc1S2 (centres undefined) | 1.1 | -1.6 | -1.0
CN(C(=O)c1ccccc1C(=O)OCC(=O)c1ccc(F)cc1)c1ccccc1 | -5.8 | 1.6 | 0.0
COc1ccccc1[N+](=O)[O-] | -0.9 | 0.9 | 0.4
COc1cc(OC)cc(OC(=O)C2CCN(S(=O)(=O)c3ccc(OC)c(OC)c3)CC2)c1 | -1.5 | 0.5 | -1.6
CC(=O)Nc1ccc(NS(=O)(=O)c2ccc(OC(C)C(=O)N3CCOCC3)cc2)cc1 (centres undefined) | -4.2 | 0.6 | 0.7
COc1ccccc1N1CCN(C(=O)C2CC2)CC1 | 1.9 | 1.8 | 0.2
O=C(CN1C(=O)NC2(CCCCCC2)C1=O)NCCc1ccccc1 | -7.2 | -0.6 | 0.6
CN(CC(=O)Nc1ccc(F)cc1)C(=O)COC(=O)c1cccc(N(C)C)c1 | -5.3 | 1.8 | 1.7
CCNC(=O)N(CC)C[C@H]1N[C@@](C)(C(=O)OC)[C@H]2C(=O)N(Cc3ccccc3)C(=O)[C@@H]12 | -6.8 | 1.4 | 1.1
CC1CCCCC1NC(=O)c1cccc(S(=O)(=O)N2CCN(C)CC2)c1 (centres undefined) | 0.3 | -1.2 | -0.3
Cc1ccc(C2(c3ccc(C)cc3)NC(=O)N(CC(=O)NCCCN3CCCC3=O)C2=O)cc1 | 0.7 | -0.9 | -0.4
Cc1ccc(NC(=O)CCN2C(=O)c3ccccc3S2(=O)=O)cc1F | -1.6 | 1.6 | -0.3
CC1CCC(NC(=O)COC(=O)C2CC3CCCC(C2)C3=O)CC1 (centres undefined) | 0.1 | -0.3 | -0.6
CCc1cc(C(=O)Nc2ccc(S(=O)(=O)NC3=NCCCCC3)cc2)sc1C | -5.1 | -0.3 | -1.5
COc1ccccc1C(=O)CN1C(=O)NC2(CCc3ccccc32)C1=O (centres undefined) | 0.5 | 1.4 | 0.3
CN(C(=O)CN1C(=O)NC(c2ccccc2)(c2ccccc2)C1=O)C1CCS(=O)(=O)C1 (centres undefined) | -0.6 | 0.1 | 0.9

Next section; it opens with the 2 that closed the last part.
SMILES | GalR3 antag | V1aR counter | OXTR ag
COc1ccccc1C(=O)CN1C(=O)NC2(CCc3ccccc32)C1=O (centres undefined) | 0.5 | 1.4 | 0.3
CN(C(=O)CN1C(=O)NC(c2ccccc2)(c2ccccc2)C1=O)C1CCS(=O)(=O)C1 (centres undefined) | -0.6 | 0.1 | 0.9
Cc1cc(C)c(NC(=O)CNC(=O)[C@@H]2CCCN2C(=O)c2cccs2)c(C)c1 | -1.8 | -0.2 | -0.2
CCCCNC(=O)c1onc(CSc2ccccc2)c1C(=O)NCCCC | -3.6 | 0.1 | -2.3
Cn1nnnc1Sc1ncnc2scc(-c3ccccc3C(F)(F)F)c12 | 1.3 | -0.6 | -1.2
COc1ccc(OCCCC(=O)N(C)CC(=O)Nc2c(C)cccc2C)cc1 | -4.4 | 0.0 | 0.1
O=C(NCCC(=O)N1CCN(S(=O)(=O)c2ccccc2F)CC1)Nc1ccccc1 | 2.6 | -0.1 | 0.0
O=C(CN1C(=O)C(=O)N(C2CCCC2)C1=O)NCCc1ccc(Cl)cc1Cl | -5.1 | -0.1 | 0.6
O=C(c1ccccn1)N1CCN(S(=O)(=O)c2cccc(Br)c2)CC1 | -5.0 | 0.2 | 0.4
CN(CC(=O)Nc1cccc(F)c1)C(=O)Cn1cnc2c1c(=O)n(C)c(=O)n2C | -4.8 | 0.7 | 1.2
Cc1ccc(S(=O)(=O)N2CCCCC2CCNC(=O)C(=O)NCc2ccccc2C)cc1 (centres undefined) | -9.3 | 0.7 | 0.2
COc1ccccc1CN1[C@@H](CC(=O)O)c2ccccc2S1(=O)=O | -0.6 | 0.5 | 0.6
CC(C)(C)C(=O)NCCc1nc(-c2ccccc2)no1 | -1.2 | 1.4 | 1.0
Cc1c(C(=O)NCc2ccccn2)oc2c(Cl)cccc12 | 6.5 | 9.1 | 1.0
O=C(/C=C/c1cccs1)NNC(=O)c1ccccc1 | 4.9 | 1.2 | 0.1
COc1cccc(NC(=O)CSc2nc(=O)n(CCN(C)C)c3c2CCCC3)c1 | 2.5 | 0.1 | 0.0
CS(=O)(=O)c1ccccc1-c1nnc(NC(=O)c2ccco2)o1 | 5.5 | 1.6 | 1.4
O=C1CN(C(=O)COC(=O)c2c(F)cccc2Cl)c2ccccc2N1 | -1.6 | 0.6 | 1.0
Nc1nc(N)nc(Cc2ccccc2O)n1 | -2.1 | 0.5 | 1.2
O=C(CNC(=O)c1ccccc1F)NCC(c1cccs1)N1CCOCC1 (centres undefined) | -4.5 | -0.2 | -0.7
CC(C)[C@H](NC(=O)c1ccc(Cl)cc1)C(=O)OCC(=O)N1CCN(c2ccccc2)CC1 | -3.9 | 2.1 | -0.6
O=C(CN1C(=O)NC2(CCCCC2)C1=O)Oc1ccc2ccc(=O)oc2c1 | -3.4 | 0.6 | 1.1
CCC1(c2ccc(Cl)cc2)NC(=O)N(CC(=O)NC2(C#N)CCCCC2)C1=O (centres undefined) | 0.5 | 0.2 | 1.0
O=C(NN=Cc1ccc(OC(F)F)cc1)c1ccc(NS(=O)(=O)c2cccs2)cc1 | -4.2 | 0.1 | 0.7
CN(CC(=O)Nc1ccc(C(N)=O)cc1)S(=O)(=O)c1ccc2c(c1)OCCO2 | -5.1 | 0.1 | 0.8
O=C(Nc1ccccc1F)c1ccc(S(=O)(=O)N2CCCCCC2)cc1 | -3.4 | 1.9 | 1.7

Three compounds out of the list above, arranged by the value under GalR3 antag, low to high.
canonical_smiles,GalR3 antag
O=C(CNC(=O)c1ccccc1F)NCC(c1cccs1)N1CCOCC1 (centres undefined),-4.5
O=C1CN(C(=O)COC(=O)c2c(F)cccc2Cl)c2ccccc2N1,-1.6
CCC1(c2ccc(Cl)cc2)NC(=O)N(CC(=O)NC2(C#N)CCCCC2)C1=O (centres undefined),0.5

Next part.
SMILES | GalR3 antag | V1aR counter | OXTR ag
CSCCC(NS(=O)(=O)c1ccccc1F)C(=O)NNC(=O)c1csc(N2CCOCC2)n1 (centres undefined) | -3.1 | -0.6 | -0.6
CCOC(=O)c1cccc(-n2cccc2/C=C2\NC(=O)N(CC(=O)O)C2=O)c1 | -1.3 | -0.8 | 0.5
Cc1cc(NC(=O)CSCC(=O)Nc2cc(C(F)(F)F)ccc2N2CCOCC2)no1 | -2.5 | 0.7 | 0.5
CCOc1ccc(C(=O)N2CCN(CC(=O)N3CCCC3)CC2)cc1OCC | 1.8 | -0.2 | -0.1
CC(NC(=O)c1ccco1)C(=O)OCc1cccc(C(F)(F)F)c1 (centres undefined) | -5.3 | 1.7 | 2.4
C[C@@]12C(=O)Nc3ccccc3C(=O)N1[C@H]1c3cc(Cl)ccc3OC[C@@H]1[C@@H]2c1ccccc1 | -8.2 | 1.6 | 0.6
CCOC(=O)[C@H]1[C@H]2COc3ccccc3[C@@H]2N2C(=O)c3cc(C)ccc3NC(=O)[C@@]12C | -6.1 | -0.8 | 4.5
CCCCC(CC)COC(=O)C(C#N)=C(c1ccccc1)c1ccccc1 (centres undefined) | -4.8 | -0.4 | 0.2
Cn1cc(S(=O)(=O)N2CCNCC2)cc1C(N)=O | -2.3 | 0.5 | 1.4
Cn1cccc1C(=O)OCC(=O)Nc1ccc2c(c1)OCCO2 | 1.6 | 0.1 | -0.2
CC(C)C(NC(=O)c1c(F)cccc1F)C(=O)OCN1C(=O)c2ccccc2C1=O (centres undefined) | -8.9 | 0.9 | 0.7
Cc1onc(-c2ccccc2)c1C(=O)OCC(=O)Nc1ccc(Cl)cc1 | -3.6 | 3.1 | -0.5
CCOc1ccc(NC(=O)CN(C)C(=O)c2ccccc2CCc2ccccc2)cc1OCC | 2.0 | -0.5 | -1.3
CCN(CC)S(=O)(=O)c1cc(NC(=O)CO/N=C(\N)c2ccccc2Cl)ccc1C | 1.8 | 2.6 | 0.8
Cc1ccc2nc(SCC(=O)Nc3ccc4c(c3)OCCO4)nc(=O)n2c1 | -2.7 | 0.3 | 0.4
COc1ccc(NC(=O)CSc2nnc3ccc(-c4ccccn4)nn23)c(OC)c1 | -2.0 | -0.9 | 0.2
O=C(NCC1CCCN1S(=O)(=O)c1cccs1)c1cccc([N+](=O)[O-])c1 (centres undefined) | -2.1 | 0.6 | 1.8
Cc1ccccc1NC(=O)COc1coc(CN2CCN(Cc3ccccc3)CC2)cc1=O | -3.2 | 0.0 | 0.7
O=C(CN1c2cccc3cccc(c23)S1(=O)=O)NCCc1ccccc1 | -9.4 | 0.4 | 0.9
CC12CCC(=O)N1C(C(=O)Nc1nc(-c3cc(F)ccc3F)cs1)CS2 (centres undefined) | -5.3 | -0.6 | -1.9
NCCN1CCN(S(=O)(=O)c2ccc([N+](=O)[O-])cc2)C=C1c1ccc(Cl)cc1 | -4.8 | -0.2 | 2.1
Cc1nc(-c2ccccc2)nn1-c1ccc([N+](=O)[O-])cc1 | -0.7 | -1.8 | -1.9
CCCCc1c(O)c2cccc3c2n(c1=O)CCC3 | -5.8 | 0.0 | -1.7
O=C(COc1ccc(Oc2ccccc2)cc1)NC1CCS(=O)(=O)C1 (centres undefined) | 3.3 | 6.8 | 9.9
CCOc1cc(OCC)c(C(C)=O)cc1OCC | -3.0 | -1.5 | -2.1
O=C(O)c1cc(O)c2c(c1)[C@@H]([C@H]1c3cc(C(=O)O)cc(O)c3C(=O)c3c(O[C@@H]4O[C@H](CO)[C@@H](O)[C@H](O)[C@H]4O)cccc31)c1cccc(OC3O[C@H](CO)[C@@H](O)[C@H](O)[C@H]3O)c1C2=O (some centres undefined) | 1.1 | -0.2 | -1.0
COc1ccc(CC(=O)Nc2nccs2)cc1S(=O)(=O)N1CCOCC1 | -2.3 | 1.7 | 1.8
CCOC(=O)C1CCN(C(=O)COC(=O)c2ccccc2OCC)CC1 | -1.4 | -0.7 | 1.4
CCc1noc(C)c1C(=O)OCC(=O)N(C)c1c(N)n(Cc2ccccc2)c(=O)[nH]c1=O | -1.7 | -0.4 | 0.7
Cc1ccc(NC(=O)c2nc[nH]c2C(=O)NC2CCN(C(=O)OC(C)(C)C)CC2)cc1 | -1.9 | 1.4 | 1.7
COc1cccc(CNC(=O)c2ccc(Cl)c(S(=O)(=O)N3CCOCC3)c2)c1 | -4.2 | 1.4 | 0.4
Cc1cccc(C)c1OCC(=O)NCC1COc2ccccc2O1 (centres undefined) | -1.1 | -1.1 | -2.4
C[C@H](CO)N1C[C@H](C)[C@@H](CN(C)S(=O)(=O)c2cccs2)Oc2ccc(NC(=O)C3CC3)cc2C1=O | 3.2 | 0.5 | 1.2
Cc1ccc(-n2ncc3c(=O)[nH]c(SCC(=O)N4CC(=O)Nc5ccccc54)nc32)cc1 | -3.4 | 1.6 | 0.4
CCCCN1C(N)=NC[C@@H]1CCCCN | -4.7 | 0.4 | 0.4
CCOc1ccccc1N1CCN(C(=O)c2ccc(S(=O)(=O)Nc3ccccc3)cc2)CC1 | 2.4 | 10.1 | 5.8
CC(Oc1ccc(Br)cc1)C(=O)NNC(=O)CCN1CCN(c2ccccc2)CC1 (centres undefined) | -6.8 | -0.3 | 0.9
CCc1ccc(C(=O)Nc2ccc(OC)c(S(=O)(=O)N3CCCCC3)c2)cc1 | -6.7 | 5.0 | 1.2
CCN(CC(=O)Nc1ccc2c(c1)OCCO2)C(=O)C(C)Oc1ccc(Cl)cc1 (centres undefined) | -1.4 | -0.4 | -0.8
O=C(CN1CCN(S(=O)(=O)c2ccc(C(F)(F)F)cc2)CC1)N1CCNC1=O | -3.0 | 1.1 | 0.1
CN(C(=O)COC(=O)CCc1c[nH]c2ccccc12)c1ccccc1 | -0.2 | 4.4 | 2.9

6 records picked at random from those above, as already listed:
SMILES | GalR3 antag | V1aR counter | OXTR ag
Nc1nc(N)nc(Cc2ccccc2O)n1 | -2.1 | 0.5 | 1.2
Cc1ccc(S(=O)(=O)N2CCCCC2CCNC(=O)C(=O)NCc2ccccc2C)cc1 (centres undefined) | -9.3 | 0.7 | 0.2
CC(C)C(NC(=O)c1c(F)cccc1F)C(=O)OCN1C(=O)c2ccccc2C1=O (centres undefined) | -8.9 | 0.9 | 0.7
CCOC(=O)c1cccc(-n2cccc2/C=C2\NC(=O)N(CC(=O)O)C2=O)c1 | -1.3 | -0.8 | 0.5
NCCN1CCN(S(=O)(=O)c2ccc([N+](=O)[O-])cc2)C=C1c1ccc(Cl)cc1 | -4.8 | -0.2 | 2.1
COc1ccccc1[N+](=O)[O-] | -0.9 | 0.9 | 0.4
